# bIAP act = intestinal alkaline phosphatase (bovine) activation. AID 1016. hit rate 0.17% among 200,000. purified bovine IAP, CDP-star luminescence, 30 min; stronger effect = higher value; fold of DMSO-control signal, blank-subtracted. activation factor at 20 µM;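 active = activation factor of 2 or more at 20 µM, a signal rise over negative controls twice the positive control's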
# S1P3 antagonist = antagonists of human S1P3 receptor. Q99500. CHO S1P3 NFAT-BLA reporter, FRET fluorescence, antagonist mode. inhibition, % at 4.98 µM. hit rate 0.27% among 170,000. AID 485;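 active = inhibition above the plate cutoff, the mean inhibition of test wells on that plate plus 3 SD, cut at about 28% in these data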;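 also: cells challenged with S1P at its EC80 of 0.8 µM; blue over green emission ratio from cleaved BLA substrate after 4 h stimulation; 0% = S1P-stimulated wells and 100% = unstimulated DMSO-only wells; some compounds past the cut are filed as inactive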
# Target sequence (Q99500 whole entry, looked up): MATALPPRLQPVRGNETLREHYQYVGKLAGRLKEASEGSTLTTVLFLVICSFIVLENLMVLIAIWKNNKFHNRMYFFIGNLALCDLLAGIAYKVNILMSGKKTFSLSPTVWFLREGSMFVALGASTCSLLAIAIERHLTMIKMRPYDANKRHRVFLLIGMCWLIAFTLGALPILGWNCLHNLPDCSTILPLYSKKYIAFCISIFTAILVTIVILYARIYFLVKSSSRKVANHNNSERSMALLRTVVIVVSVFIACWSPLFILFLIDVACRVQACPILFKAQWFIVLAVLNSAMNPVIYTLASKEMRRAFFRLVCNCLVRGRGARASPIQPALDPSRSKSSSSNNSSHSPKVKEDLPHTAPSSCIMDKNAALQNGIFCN
# PPARg SRC-3 ag = agonists of human PPARgamma SRC-3 coactivator recruitment. biochemical PPARgamma/SRC-3 coactivator recruitment assay. activation, % at 8 µM. hit rate 0.26% among 200,000; in the data active = activation above about 23%;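 also: 0% = DMSO and 100% = reference agonist; some compounds past the cut are filed as inactive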
# PPARg SRC-1 ag = PPARgamma-driven SRC-1 recruitment agonism; P37231; PPARgamma-SRC-1 coactivator recruitment biochemical assay; activation, % at 8 µM; hit rate 0.41% among 200,000; AID 631; in the data active = activation above about 19%;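 also: 0% = DMSO and 100% = reference agonist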
# SRC2 TRFRET art = TR-FRET artefact, counter-screen to PPARgamma/SRC-2 agonist assay. AID 1049. stronger effect = higher value. TR-FRET ratio at 8 µM. hit rate 0.4% among 200,000; in the data active = TR-FRET ratio above about 2000; also: inactives centre near 1500; reference of the scale not given here
# TLR4-MyD88 BLA = blocks binding of human TLR4 to MyD88. O00206+Q99836. HeLa CL3-4 TLR4/MyD88 BLA complementation, FRET ratio. inhibition, % at 8.4 µM. hit rate 0.18% among 200,000. AID 861; in the data active = inhibition above about 25%;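 also: 0% = vehicle and 100% = reference inhibitor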
# ROMK mod = modulators of human ROMK potassium channel. P48048. Tet-inducible ROMK, thallium flux fluorescence; actives lie on both sides. B-score at 10 µM. hit rate 2% among 130,000. AID 1918;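 active = signal ratio slope over the read window, or its plate-corrected B-score, at least 3 SD from the plate mean, either direction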;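 also: B-score of the F/F0 ratio slope over 7 to 12 s after thallium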
# Target sequence (P48048 whole entry, looked up): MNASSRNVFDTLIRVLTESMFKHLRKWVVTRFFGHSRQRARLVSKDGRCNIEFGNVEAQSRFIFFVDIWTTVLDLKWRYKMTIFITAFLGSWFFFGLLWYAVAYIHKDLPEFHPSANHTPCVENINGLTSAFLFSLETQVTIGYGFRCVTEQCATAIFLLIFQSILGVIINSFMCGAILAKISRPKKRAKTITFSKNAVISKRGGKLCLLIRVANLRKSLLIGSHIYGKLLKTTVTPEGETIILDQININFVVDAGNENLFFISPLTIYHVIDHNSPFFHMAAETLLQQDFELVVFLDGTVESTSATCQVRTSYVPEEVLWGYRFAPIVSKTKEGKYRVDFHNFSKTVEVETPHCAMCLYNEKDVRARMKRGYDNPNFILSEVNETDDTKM
# bIAP inh = blocks bovine intestinal alkaline phosphatase activity; purified bovine IAP, CDP-star luminescence, 30 min; inhibition, % at 20 µM; 190,000 tested, under 10 active;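 active = over 50% inhibition of intestinal alkaline phosphatase at 20 µM in the single-dose screen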
#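 Incubation: 30 min reaction at room temperature / Material: purified bovine intestinal alkaline phosphatase (IAP) enzyme / Input: enzyme at 1/65,000,000 dilution / Dosing: 20 µM single dose / Signal: CDP-star luminescence signal / Reagent: CDP-star chemiluminescent phosphatase substrate, 30 µM final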
# PPARg SRC2 recr = agonists of SRC-2 recruitment by human PPARgamma. hit rate 0.34% among 200,000. PPARgamma LBD-SRC-2 recruitment, biochemical. P37231. activation, % at 8 µM; in the data active = activation above about 22%;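 also: 0% = vehicle and 100% = reference agonist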
# Lmaj promast = reduces viability of Leishmania major promastigotes; resazurin fluorescence viability; inhibition, % at 10 µM; hit rate 9% among 200,000; in the data active = inhibition above about 50%;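 also: promastigotes grown with compound for 44 hours at 28 °C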
# Redox H2O2 prof = compounds producing H2O2 with reducing agent – biochemical, NIH compound library profiling, artefact control for MLSCN library redox annotation, primary screen; AID 878; DTT-dependent redox cycling H2O2, phenol red/HRP absorbance; 100% = 100 µM peroxide control, 0% = buffer; activation, % at 10 µM; hit rate 0.03% among 200,000;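 active = activation of at least 50% relative to the plate's high and low controls in the primary single-dose screen; inactive = activation below 50%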;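 also: compound incubated with DTT at 0.8 mM final as the reducing agent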
# * = called active by the depositor; . = no result given.
# The opening 3 entries, ahead of the listing:
SMILES,bIAP act,S1P3 antagonist,PPARg SRC-3 ag,PPARg SRC-1 ag,SRC2 TRFRET art,TLR4-MyD88 BLA,ROMK mod,bIAP inh,PPARg SRC2 recr,Lmaj promast,Redox H2O2 prof
Cc1ccsc1C(=O)N1CCCC(C(=O)c2cc(F)ccc2F)C1 (stereo not drawn),1,16.1,-2.8,-4.7,1505,-6.6,-0.204,4.7,-3.0,7.1,1.4
COc1ccccc1C(=O)NCCc1nc2ccccc2[nH]1,1,-1.6,4.3,0.1,1616,-14.5,.,-0.9,9.4,-5.7,-1.8
CN(C(=O)CS(=O)(=O)Cc1ccccc1Cl)c1ccccc1,0.9,-7.7,10.4,9.8,1517,5.0,-0.163,8.6,13.0,-1.6,-0.8

# The list itself, previewed entries included:
SMILES,bIAP act,S1P3 antagonist,PPARg SRC-3 ag,PPARg SRC-1 ag,SRC2 TRFRET art,TLR4-MyD88 BLA,ROMK mod,bIAP inh,PPARg SRC2 recr,Lmaj promast,Redox H2O2 prof
Cc1ccsc1C(=O)N1CCCC(C(=O)c2cc(F)ccc2F)C1 (stereo not drawn),1,16.1,-2.8,-4.7,1505,-6.6,-0.204,4.7,-3.0,7.1,1.4
COc1ccccc1C(=O)NCCc1nc2ccccc2[nH]1,1,-1.6,4.3,0.1,1616,-14.5,.,-0.9,9.4,-5.7,-1.8
CN(C(=O)CS(=O)(=O)Cc1ccccc1Cl)c1ccccc1,0.9,-7.7,10.4,9.8,1517,5.0,-0.163,8.6,13.0,-1.6,-0.8
Cc1nnc(SCC(=O)NC2CCS(=O)(=O)C2)n1Cc1ccccc1 (stereo not drawn),1,-8.2,5.6,7.0,1637,2.7,-0.109,-3.4,1.8,3.6,-0.5
Cc1ccc(C(=O)N2CCC(Cc3ccccc3)CC2)cc1[N+](=O)[O-],1,-1.2,0.6,1.7,1682,-9.6,0.0362,3.2,-4.9,11.2,-0.6
CCOc1ccc(S(=O)(=O)N2CCN(c3ccc(OC)cc3)CC2)c2cccnc12,1,5.7,-12.2,5.0,1658,5.4,0.546,2.2,7.4,15.6,-4.0
COC(=O)C(NC(C)=O)(Nc1nc2ccc(C)cc2s1)C(F)(F)F (stereo not drawn),0.9,.,1.3,0.2,1406,-4.0,0.21,6.7,-8.1,0.3,0.2
Cc1ccccc1NC(=O)CSc1nc(COc2ccccc2)nc2ccccc12,0.9,.,-5.5,-5.2,1562,-9.4,.,11.2,-1.1,15.0,-2.2
CCn1c(C)[n+](CCOC(C)=O)c2cc(Cl)c(Cl)cc21,1.1,-1.8,4.7,2.7,1702,-18.5,-0.338,-12.0,-0.4,-5.5,-0.4
Cc1ccccc1NCC(=O)N/N=C\c1ccc([N+](=O)[O-])s1,0.9,4.1,2.8,-9.1,1536,-0.1,0.456,12.3,5.6,100.6*,0.3
O=C(NCc1ccco1)Oc1ccccc1,0.9,-8.1,-5.7,-1.7,1567,5.7,.,8.7,-3.4,7.0,0.7
CC1Cc2cc(/C(O)=C3/C(=O)C(=O)N(CC4CCCO4)C3c3ccco3)ccc2O1 (stereo not drawn),0.9,27.2,-15.0,4.5,1574,1.9,.,5.9,7.0,-9.7,0.0
Cc1cccc(NS(=O)(=O)c2cnc[nH]2)c1,2*,-8.2,1.5,-0.5,1400,6.3,0.0548,-95.8,0.7,0.5,0.2
CC(=O)N1CCc2cc(S(=O)(=O)NCCC(=O)N3CCN(Cc4ccccc4)CC3)ccc21,1,.,7.4,0.6,1587,4.6,.,-1.8,8.1,-4.0,0.8
COc1cccc(C(=O)/C=C/Nc2cc(C)ccc2O)c1,1.2,22.4,-1.9,-1.4,1613,26.6*,.,-15.8,1.2,26.1,2.7
COc1cccc(C(C#N)N2CCCCC2)c1O (stereo not drawn),1.1,-1.5,-1.2,-1.5,1301,4.6,0.95,-10.3,-3.7,16.6,2.7
COc1ccc(OC)c(-c2csc(NC(=O)CSc3ccc([N+](=O)[O-])cc3)n2)c1,0.9,10.7,4.2,7.7,1614,-1.9,0.714,6.7,8.2,85.3*,0.1
CCOC(=O)c1nnc(-c2ccccc2)o1,0.9,-34.8,-3.8,2.8,1577,-7.0,.,12.8,8.0,-6.6,3.6
CN(C)c1ccc(CNn2cnnc2SCC(=O)NC(C)(C)C)cc1,1.1,-37.0,5.3,3.3,1691,-1.8,.,-5.6,2.2,-3.3,-0.3
O=C(N1CCOCC1)C12CCC3CC(CC(C3)C1)C2,0.9,-8.4,-4.3,-2.5,1542,-11.8,.,6.4,-0.1,-4.9,-0.6
CCOc1ccc(Cn2c3ccc(OC)cc3c3nc4ccccc4nc32)cc1,0.9,3.7,-3.4,-0.1,1404,-5.5,0.254,14.0,9.4,54.1*,0.4
COc1cc(NS(=O)(=O)c2ccc(NC(=O)C3CCCO3)cc2)nc(OC)n1 (stereo not drawn),1,-1.6,-7.6,10.2,1391,1.7,.,-0.4,-2.3,-1.3,2.6
O=C(/C=C/c1ccc(F)cc1)NC(Cc1c[nH]c2ccccc12)C(=O)O (stereo not drawn),1,-4.6,-2.2,-3.8,1427,-3.2,1.06,1.0,1.0,-3.1,6.8
CCc1ccccc1-n1c(-c2ccncc2)n[nH]c1=S,0.9,-27.6,1.7,4.0,1441,0.4,.,7.4,0.5,-2.5,-2.1
c1nnc(NC2=NCCC2)s1,1,.,-12.8,-5.7,1465,-3.2,1.55*,-4.1,-2.6,-0.2,0.3
O=C(NCCN1CCCCC1)c1ccc(=O)oc1,0.9,.,-3.0,2.3,1507,-4.5,1.63,11.3,-1.4,-3.4,-0.2
Cc1ccc(/C=C/C(O)=C2/C(=O)N(C)C3(C)CC2c2ccccc2O3)cc1 (stereo not drawn),1,.,3.2,7.1,1668,10.0,-0.431,-1.3,9.1,78.7*,-7.8
O=C(Nc1nccs1)c1cc(-c2ccccc2)nc2ccccc12,0.2,3.6,2.3,11.8,1646,7.6,-0.688,.,12.0,89.8*,.
O=C(Nc1ccccc1N1CCOCC1)c1cc2c(s1)CCCCC2,0.9,11.0,-3.8,-1.2,1403,4.7,.,8.3,2.6,30.7,-0.5
Cc1ccccc1-n1nnnc1SCC(C)C,1,-11.5,0.3,-2.8,1506,3.5,0.964,-4.6,0.7,11.2,0.5
CCCn1c(=O)c(C(=O)Nc2ccccc2C(=O)OCC)c(O)c2ccccc21,1.1,-41.6,7.3,6.3,1551,11.2,1.7,-7.9,3.1,-6.2,-1.6
CCOCC(=O)Nc1ccc2c(c1)OCCO2,1,-34.3,7.9,8.6,1503,1.6,.,2.9,6.7,-5.0,-0.4
CCCN(CCO)Cc1cccc(Cl)c1,1,16.6,10.0,3.1,1498,-3.4,.,2.6,-1.6,-1.6,0.9
O=c1c2cc(Br)ccc2nc2n1CCCCC2,1,.,-7.6,-6.1,1389,5.2,.,4.2,-4.4,1.5,2.8
CCNC(=O)NC(=O)C(C)SCc1ccccc1C (stereo not drawn),1,-9.1,2.6,3.3,1482,4.7,.,1.6,6.0,0.8,1.1
COc1cccc(N=c2oc3cc(O)ccc3cc2C(=O)NCC2CCCO2)c1 (stereo not drawn),1,-12.0,-1.6,-3.3,1585,-6.7,-0.0385,-4.0,-1.8,13.2,-0.2
CC(C)(/C=N/NC(=O)CSCc1ccccc1Cl)CCC#N,0.9,14.1,0.1,0.3,1556,-1.6,-0.525,8.8,-1.8,-2.7,0.6
Cn1nnnc1SCCOc1ccc(C#N)cc1,0.9,-12.8,-4.6,-2.4,1514,-0.3,-0.208,13.1,-3.6,-4.7,1.3
O=C(NCCC1=CCCCC1)c1ccc(F)cc1,1,0.5,0.5,-6.2,1596,-20.6,-0.96,0.1,0.5,3.5,0.1
COc1ccc(C(=O)CSC#N)cc1OC,0.7,-3.1,-3.5,-5.6,1661,2.4,-1.91,31.5,-2.3,-0.6,-0.4
C/C(=N\NC(=O)c1ccccc1)c1ccc2c(c1)OCO2,0.9,.,9.8,5.7,1542,-7.9,.,12.7,0.0,7.0,-17.6
COc1cc(NC(=O)c2cc(C)nc3ccccc23)cc(OC)c1,1,0.8,0.5,-0.5,1675,7.5,-0.115,-3.1,5.8,-3.9,-1.7
O=c1cc(-c2ccccc2Cl)oc2cccc(O)c12,1.1,-18.9,-0.4,4.9,1432,-6.6,-0.497,-13.4,10.8,-1.0,-0.1
CCN1CCN(S(=O)(=O)c2ccc(OC)c(Br)c2)CC1,0.9,5.1,-13.0,-5.3,1360,3.7,.,5.7,-3.0,84.3*,1.7
CCCCNCC1C(Oc2ccc(Cl)cc2)C(=O)N1c1ccccc1C (stereo not drawn),1,8.7,4.2,-0.9,1779,-13.3,-1.94,2.4,8.4,40.5,-0.3
Cc1cccc(NC(=O)Nc2ccc([N+](=O)[O-])cc2)n1,0.9,-8.9,-1.1,-3.5,1335,-3.8,1.04,10.1,-1.7,5.6,-3.3
COc1ccc2c(c1)SCC/C2=C\CN1C(=O)CCC1=O,0.7,4.9,3.6,0.9,1562,6.1,-0.194,32.6,5.5,11.5,-0.7
N#CCc1c(C#N)c(N)nc(N2CCN(c3ccc(F)cc3)CC2)c1C#N,1,.,6.0,5.3,1476,-6.2,.,0.0,11.7,39.9,1.6
O=C(Nc1cccnc1)c1cnc2ccccc2n1,0.9,-4.0,-17.4,2.7,1580,3.0,.,5.4,5.7,9.9,1.0
CCOC(=O)c1c(C)[nH]c(C(=O)CSc2nnc(C3CC3)n2N)c1C,0.9,.,5.5,5.3,1779,8.0,.,5.7,11.2,-2.9,-0.9
# (more compounds)
SMILES,bIAP act,S1P3 antagonist,PPARg SRC-3 ag,PPARg SRC-1 ag,SRC2 TRFRET art,TLR4-MyD88 BLA,ROMK mod,bIAP inh,PPARg SRC2 recr,Lmaj promast,Redox H2O2 prof
Oc1ccccc1-c1nnc(COc2ccc(Cl)cc2Cl)o1,0.9,-0.8,3.1,-4.9,1385,-1.4,.,13.0,3.7,-10.5,-0.3
Cc1ccc(NC(=O)NCc2ccc3c(c2)OCO3)c(C)c1,0.9,-2.5,1.5,-4.2,1728,0.1,0.159,11.2,-0.1,1.3,-0.1
CC1Cc2ccccc2N1C(=O)COc1ccc2c(c1)OCO2 (stereo not drawn),0.9,1.1,2.6,1.7,1646,1.6,.,5.3,6.2,13.0,-0.2
Cc1ccc(S(=O)(=O)c2cc(N3CCOCC3)nc(-c3ccccc3)n2)cc1,1,.,-7.3,-1.4,1430,-4.4,-1.06,1.4,-7.2,5.7,-3.7
S=C(NCCN1CCOCC1)N/N=C/c1c2ccccc2cc2ccccc12,1,.,13.5,7.2,1461,0.8,.,0.0,10.7,6.8,0.9
O=C(NCc1ccccc1)C1=C[C@H](c2ccc(Br)cc2)C[C@H](OCc2ccc(CO)cc2)O1,1,3.0,0.4,-9.9,1494,-5.9,.,3.5,-10.5,6.4,0.5
Cc1csc(SCC(=O)NC2CCCCC2)n1,0.9,.,-2.0,-5.8,1521,3.8,0.737,11.1,-0.5,-3.8,-0.1
CCCCn1c(SCC(=O)NC(=O)NCc2ccco2)nc2cc(S(N)(=O)=O)ccc21,0.9,1.4,4.9,9.0,1485,-3.4,.,5.8,7.0,1.8,1.0
COc1ccccc1/C=N/NC(=O)c1sc(C)nc1C,1.1,5.5,4.3,12.4,1614,2.1,0.204,-6.7,8.7,-3.2,-0.3

# High-throughput results as filed in PubChem.
